# mHTT-CaM PPI inh: mutant huntingtin-calmodulin interaction inhibitors – biochemical, AlphaScreen, primary screen. AlphaScreen His-mHTT/GST-CaM binding, luminescence. hit rate 3.6% among 190,000. P42858. inhibition, % at 15 µM;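 also: 0% = both proteins with DMSO and 100% = one protein alone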
# Target sequence (P42858 whole entry, looked up, stated change not applied): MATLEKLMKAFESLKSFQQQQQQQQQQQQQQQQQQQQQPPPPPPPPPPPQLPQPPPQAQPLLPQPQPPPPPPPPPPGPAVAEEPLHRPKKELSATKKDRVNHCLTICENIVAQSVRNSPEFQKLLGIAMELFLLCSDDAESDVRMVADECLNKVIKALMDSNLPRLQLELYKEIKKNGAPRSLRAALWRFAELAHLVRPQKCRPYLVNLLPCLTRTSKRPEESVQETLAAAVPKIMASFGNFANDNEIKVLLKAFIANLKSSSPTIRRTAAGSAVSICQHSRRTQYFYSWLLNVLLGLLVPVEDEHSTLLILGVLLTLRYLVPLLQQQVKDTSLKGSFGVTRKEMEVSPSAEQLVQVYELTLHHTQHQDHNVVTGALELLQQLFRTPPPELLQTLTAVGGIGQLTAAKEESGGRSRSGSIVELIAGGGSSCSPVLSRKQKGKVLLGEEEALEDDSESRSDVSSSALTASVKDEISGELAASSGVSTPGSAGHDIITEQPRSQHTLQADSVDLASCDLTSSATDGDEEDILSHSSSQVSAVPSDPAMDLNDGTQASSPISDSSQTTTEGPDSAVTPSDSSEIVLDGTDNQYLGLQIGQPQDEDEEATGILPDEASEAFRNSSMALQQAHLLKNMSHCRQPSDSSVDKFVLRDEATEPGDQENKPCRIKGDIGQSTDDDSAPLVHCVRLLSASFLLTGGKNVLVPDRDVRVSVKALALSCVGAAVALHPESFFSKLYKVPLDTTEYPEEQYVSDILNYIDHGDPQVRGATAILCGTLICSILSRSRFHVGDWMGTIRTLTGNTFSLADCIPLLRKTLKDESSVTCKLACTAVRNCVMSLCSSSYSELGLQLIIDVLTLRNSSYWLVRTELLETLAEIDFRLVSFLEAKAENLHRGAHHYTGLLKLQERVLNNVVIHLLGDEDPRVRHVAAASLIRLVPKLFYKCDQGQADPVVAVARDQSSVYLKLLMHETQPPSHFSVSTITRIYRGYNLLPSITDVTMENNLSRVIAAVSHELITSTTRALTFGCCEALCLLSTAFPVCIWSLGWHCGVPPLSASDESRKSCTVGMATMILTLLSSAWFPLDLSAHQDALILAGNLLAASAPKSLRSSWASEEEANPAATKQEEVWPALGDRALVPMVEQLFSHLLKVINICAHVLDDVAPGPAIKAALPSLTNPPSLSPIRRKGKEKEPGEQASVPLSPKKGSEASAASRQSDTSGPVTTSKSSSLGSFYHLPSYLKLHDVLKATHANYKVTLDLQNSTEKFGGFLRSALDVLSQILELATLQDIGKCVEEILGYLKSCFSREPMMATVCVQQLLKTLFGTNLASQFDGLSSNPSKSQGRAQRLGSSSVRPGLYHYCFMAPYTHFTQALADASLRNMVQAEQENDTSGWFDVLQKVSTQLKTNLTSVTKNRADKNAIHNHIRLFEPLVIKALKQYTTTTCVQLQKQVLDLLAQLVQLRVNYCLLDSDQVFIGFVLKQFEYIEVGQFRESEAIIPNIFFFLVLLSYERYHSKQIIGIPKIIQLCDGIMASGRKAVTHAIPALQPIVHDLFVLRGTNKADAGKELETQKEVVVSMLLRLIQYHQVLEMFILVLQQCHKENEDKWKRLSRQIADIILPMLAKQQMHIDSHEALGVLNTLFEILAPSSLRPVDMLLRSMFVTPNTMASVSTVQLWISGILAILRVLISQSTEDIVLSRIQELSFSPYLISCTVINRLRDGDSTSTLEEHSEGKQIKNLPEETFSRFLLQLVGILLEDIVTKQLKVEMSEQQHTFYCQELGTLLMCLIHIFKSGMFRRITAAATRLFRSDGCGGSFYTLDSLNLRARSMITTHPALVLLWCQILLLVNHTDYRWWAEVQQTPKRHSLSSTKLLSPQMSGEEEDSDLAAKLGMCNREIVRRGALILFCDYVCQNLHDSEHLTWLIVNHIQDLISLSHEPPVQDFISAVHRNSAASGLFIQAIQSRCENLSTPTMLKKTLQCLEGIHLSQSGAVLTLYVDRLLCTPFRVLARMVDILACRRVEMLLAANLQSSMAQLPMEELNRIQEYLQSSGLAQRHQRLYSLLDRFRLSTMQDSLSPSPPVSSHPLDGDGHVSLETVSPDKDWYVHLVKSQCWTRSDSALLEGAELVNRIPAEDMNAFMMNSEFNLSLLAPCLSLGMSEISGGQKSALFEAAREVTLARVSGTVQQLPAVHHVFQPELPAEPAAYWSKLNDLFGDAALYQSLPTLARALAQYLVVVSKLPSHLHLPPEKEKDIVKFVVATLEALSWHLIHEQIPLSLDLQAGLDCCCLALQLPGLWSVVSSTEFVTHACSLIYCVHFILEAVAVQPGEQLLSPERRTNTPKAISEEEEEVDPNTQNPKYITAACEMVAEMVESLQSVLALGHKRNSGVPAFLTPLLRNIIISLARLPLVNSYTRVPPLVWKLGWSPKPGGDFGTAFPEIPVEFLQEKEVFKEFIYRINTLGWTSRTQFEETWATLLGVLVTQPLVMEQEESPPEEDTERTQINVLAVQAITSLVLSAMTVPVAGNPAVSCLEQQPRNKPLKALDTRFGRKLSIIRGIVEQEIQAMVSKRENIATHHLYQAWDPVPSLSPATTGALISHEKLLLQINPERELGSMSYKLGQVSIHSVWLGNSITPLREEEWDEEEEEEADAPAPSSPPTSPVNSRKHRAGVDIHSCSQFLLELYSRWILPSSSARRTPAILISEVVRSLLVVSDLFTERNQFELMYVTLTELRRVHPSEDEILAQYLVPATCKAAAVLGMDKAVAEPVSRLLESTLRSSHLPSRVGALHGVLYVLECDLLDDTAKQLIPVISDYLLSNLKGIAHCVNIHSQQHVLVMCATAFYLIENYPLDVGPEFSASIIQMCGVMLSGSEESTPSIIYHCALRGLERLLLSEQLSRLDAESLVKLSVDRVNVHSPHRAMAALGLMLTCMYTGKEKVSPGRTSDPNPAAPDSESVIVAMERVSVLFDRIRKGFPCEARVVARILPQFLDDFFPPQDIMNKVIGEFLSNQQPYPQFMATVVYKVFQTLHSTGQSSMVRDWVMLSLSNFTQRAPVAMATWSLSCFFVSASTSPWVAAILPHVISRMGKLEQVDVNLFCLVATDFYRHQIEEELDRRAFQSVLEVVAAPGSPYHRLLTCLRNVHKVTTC
# Pf apPOL block: Pf-apPOL inhibitors, biochemical, fluorescence | AID 1794808, 2022 | hit rate 0.25% among 210,000 | inhibition, % at 10 µM | Recombinant Pf-apPOL, molecular beacon fluorescence, 1.5 h
# An asterisk follows results filed as active; . = not tested or not shown; & = joins results of further samples. Rule as the data show it: active = inhibition above about 50%; inactive = the rest.
cpd	Structure	mHTT-CaM PPI inh	Pf apPOL block
1	CN(CC(O)COC1CC2CCC1(C)C2(C)C)C1CCCCC1 (stereo not given)	0	0
2	O=C(C(=Cc1ccccc1)n1ccnc1)c1ccccc1OCc1ccccc1	.	0
3	CCNC(=O)C1CC(c2ccccc2)CN(C(=O)c2ccccc2)C1 (stereo not given)	-4	2
4	N#CCCc1c(Br)ccc(OCc2ccccc2)c1OCc1ccccc1	.	-7
5	O=C(C1CCCC1)N1CCCC2(CC(c3ccc(Cl)cc3)=CO2)C1 (stereo not given)	-3	-3
6	COc1ccccc1CNc1ccc2cn[nH]c2c1	44	-1
7	Cc1noc(C2CCCCN2Cc2nc(-c3ccc(F)cc3)no2)n1 (stereo not given)	-2	0
8	COc1ccc(C(=O)Oc2ccc3c(=O)c(-c4ccccc4)coc3c2)cc1	0	2
9	COCCCNS(=O)(=O)c1ccc(NS(=O)(=O)c2ccc(C)cc2)cc1	.	0
10	CN(C)c1nc2cc(C(=O)N3CCOCC3)sc2n1-c1ccccc1	1	2
11	O=C(c1cccnc1SCc1ccccc1F)N1CCC2(CC1)OCCO2	-9	-79
12	CCc1cccc(NC(=O)c2cc(C)n3nccc3n2)c1	-11	6
13	CCn1nccc1C(=O)N1CCCC2(C1)Nc1ccccc1NC2=NC(C)(C)C (stereo not given)	19	7
14	COc1cc(OC)c(NC(=O)Cn2c(=O)nc(-c3ccccc3)c3ccccc32)cc1Cl	-13	-12
15	CC12CC3CC(C)(C1)CC(CN)(C3)C2	-3	-8
16	COc1cccc(NC(=O)C2CC(=O)NC(Nc3nc4ccccc4s3)=N2)c1 (stereo not given)	11&8	1&-1
17	O=C1/C(=C/c2cccc([N+](=O)[O-])c2)CCC1C1CCCC1 (stereo not given)	17	4
18	Cc1cccc(NC(=O)c2c(Br)sc3c2CCCC3)c1	-24	-3
19	O=C(CSc1n[nH]c(-c2ccccc2)n1)N1c2ccccc2CCc2ccccc21	22	0
20	Cc1cc(C)nc(NC2=NCCN2C(=O)Nc2ccc(Cl)c(Cl)c2)n1	1	-1
21	CCOc1ccc(C(=O)Nc2ccc(NC(=O)c3ccccc3)cc2)cc1[N+](=O)[O-]	1	-2
22	CCCCNC(=O)C1(S(=O)(=O)c2ccc(Cl)cc2)CC1	0	-1
23	COc1ccc(C(=O)NCCCc2ccccc2)cc1[N+](=O)[O-]	0	-4
24	Nc1ccc(-c2nc3cc(N)ccc3s2)c(O)c1	31	1
25	C=CCOc1ccc(C=Nc2ccc(C)c(Cl)c2)c(O)c1	4	-1
26	CC(C(=O)N(Cc1ccccc1)Cc1ccccc1)N(c1ccccc1)S(C)(=O)=O (stereo not given)	6	-5
27	O=C(Cn1cc(S(=O)(=O)N2CCOCC2)ccc1=O)Nc1cccc(F)c1	2	-10
28	O=S(CCSc1nc2ccccc2s1)Cc1ccccc1 (stereo not given)	0	-3
29	CC(C)c1ccc(CNC(=O)CSc2nc3ccccc3[nH]2)cc1	-1	-11
30	CC1CCCN(S(=O)(=O)c2ccc(C(=O)Nc3nnc(-c4ccccc4Cl)o3)cc2)C1 (stereo not given)	-1	-25

# The final 3 entries of the section before are carried over, then new ones follow.
cpd	Structure	mHTT-CaM PPI inh	Pf apPOL block
28	O=S(CCSc1nc2ccccc2s1)Cc1ccccc1 (stereo not given)	0	-3
29	CC(C)c1ccc(CNC(=O)CSc2nc3ccccc3[nH]2)cc1	-1	-11
30	CC1CCCN(S(=O)(=O)c2ccc(C(=O)Nc3nnc(-c4ccccc4Cl)o3)cc2)C1 (stereo not given)	-1	-25
31	CNc1ccc(C(=O)Nc2cc(C(F)(F)F)ccc2N(C)C)cc1[N+](=O)[O-]	15	-10
32	Cc1cccc(C(=O)Nc2ccc3c(c2)OCCO3)c1	-5	-4
33	CCCNc1cc(N2CCCC(CCC(=O)NCCc3cccs3)C2)ncn1 (stereo not given)	1	1
34	CC(=O)Nc1cccc2c(C(=O)N3CCN(c4ccccc4C)CC3)ccnc12	16	2
35	CC(C)n1c(SCC(=O)C(C)(C)C)nc2cc(C(F)(F)F)ccc21	.	-10
36	O=C(Nc1ccc(OC(F)(F)F)cc1)c1cscc1Sc1ccc(Cl)cc1	.	-9
37	C=CCn1c(SCC(=O)c2ccc([N+](=O)[O-])cc2)nnc1-c1ccc2c(c1)OCO2	1	-4
38	O=C1C2C3C=CC(C4CC34)C2C(=O)N1CC1CCCO1 (stereo not given)	0	-14
39	COCCNC(=O)C1CCCN(c2nccnc2Sc2ccccc2)C1 (stereo not given)	-3	-1
40	c1ccc(C2CCC(N3CCN(Cc4ccccn4)CC3)CC2)cc1 (stereo not given)	-1	-3
41	CCCCC(=O)NC(c1cccs1)c1cc(Cl)c2cccnc2c1O (stereo not given)	28	-4
42	CCOc1ccc(C2=NC3(CCN(CC)CC3)NC(c3ccccc3O)C2)cc1 (stereo not given)	10	1
43	O=S(=O)(Nc1ccc(-c2ccc3nncn3n2)cc1)c1cc(F)ccc1F	-7	0
44	Cc1ccc(C(=O)NCc2ccc3c(c2)OCO3)cc1	3&-1	-1&-10
45	O=C(CSc1nc2c(c(=O)n1-c1ccc(F)cc1)SCC2)Nc1cccc(Cl)c1	0	7
46	Cn1c(=O)c([N+](=O)[O-])c(N)c2ccccc21	2	-8
47	CCN(CC)CCN1C(=O)C(O)=C(C(=O)c2ccco2)C1c1cccs1 (stereo not given)	2	-2
48	Cc1ccc2c(c1)NC(=O)C(CC(=O)N1CCN(c3cccc(C)c3C)CC1)CO2 (stereo not given)	10	-3
49	CSc1nc(N)nc(C2CC2)n1	.	-10&7
50	Cc1noc(C)c1CCC(=O)NCC12CCCC1N(C)C(=O)CC2 (stereo not given)	-9	-4
51	CC1CCN(CCNC(=O)C2CCCN(c3cc(=O)n(C)c(=O)n3C)C2)CC1 (stereo not given)	3	0
52	CCc1cc(Br)ccc1NC(=O)CCN1C(=O)C2C3CCC(C3)C2C1=O (stereo not given)	2	-3
53	CSc1ccc2nc(N3CCN(C(=O)c4c[nH]c5ccccc45)CC3)sc2c1	28	-3
54	OC(c1ccccn1)C1CCN(Cc2cccc(F)c2)CC1 (stereo not given)	2	-6
55	COc1cc(S(=O)(=O)n2cnc3cc(C)c(C)cc32)ccc1Cl	49	1
56	COc1cc(C=O)ccc1Oc1ccc([N+](=O)[O-])cc1	16	3
57	CC(=O)c1cc(C)c(OCc2cn(CC(=O)c3ccc(O)cc3)nn2)c(C)c1	0	10
58	Cc1ccc2c(c1)CCCN2S(=O)(=O)c1c(C)c(C)c(C)c(C)c1C	.	-6
59	N#CC1=C(N)n2c(s/c(=C\c3cccc(F)c3)c2=O)=C(C#N)C1c1cccc(F)c1 (stereo not given)	10	-3
60	COc1ccccc1N1CCN(C(=O)C2C3C=CC(C3)C2C(=O)O)CC1 (stereo not given)	-2	0

cpd	Structure	mHTT-CaM PPI inh	Pf apPOL block
61	CC(C)N1CCc2c(sc(N)c2C(N)=O)C1	7	-24
62	O=c1oc2ccccc2cc1-c1nnc(-c2ccc(Cl)cc2Cl)o1	-4	-2
63	O=C(COc1ccc(Br)cc1Cl)NCCN1CCOCC1	-1	-9
64	O=C(c1cccc(OCC2CCCN(C(=O)c3ccsc3)C2)c1)N1CCCCC1 (stereo not given)	13	-5
65	O=C(c1cc2cc(Br)ccc2oc1=O)N1CCSC1c1cccc([N+](=O)[O-])c1 (stereo not given)	8	0
66	COc1ccc(OC)c(/C=C2/N=C(c3ccc(C)c(C)c3)OC2=O)c1	-6	-5
67	COc1ccc(C(=O)Nc2ccc(-c3nc4ccccc4s3)c(O)c2)cc1[N+](=O)[O-]	-2	1
68	Cc1ccc(-n2ncc3c(=O)[nH]c(SCC(=O)N4CCC(C)CC4)nc32)cc1C	-8	-3
69	CNC(=O)c1cc2cc(Br)ccc2oc1=O	-1	-1
70	O=C(NCc1ccco1)c1cc2nc(-c3ccc(Cl)c(Cl)c3)cc(C(F)(F)F)n2n1	4	-5
71	COc1cc([N+](=O)[O-])ccc1NC(=O)c1ccc(C)c(C)c1	-1	0
72	O=C(NC(Cc1c[nH]c2ccccc12)C(=O)O)c1ccco1 (stereo not given)	-2	6
73	COc1ccc(OC)c(NC(=O)C(N)=O)c1	-3	0
74	O=S(=O)(c1cccnc1)N1CCn2c1nc1ccccc12	-2	-7
75	COc1ccc(N2CCN(S(=O)(=O)CCCNC(=O)c3ccc(=O)[nH]c3)CC2)cc1	-4	2
76	Cn1nccc1C(=O)N1CCCC1c1cccc(F)c1 (stereo not given)	-4	-2
77	O=C(Nc1cnc(N2CCCCC2)nc1)C1CCCC1	-4	-2
78	CCN(CC)c1ccc(C(=C(C#N)C#N)C(F)(F)F)cc1	-15	9
79	COCCC1CCN(C(=O)Cc2ccc(OC)cc2)CC1	-3	-5
80	N[C@@H](Cc1ccc(F)cc1)C(=O)O	.	11
81	Cc1ccsc1CCNS(=O)(=O)c1ccc2[nH]c3c(c2c1)CCCCC3	96*	-2
82	O=C(CSc1n[nH]c(=O)n1C1CC1)c1ccc2c(c1)OCCO2	.	-5
83	O=[N+]([O-])c1cccc(COc2cccc(CO)c2)c1	-1	6
84	O=C(COc1ccccc1)NCCS(=O)(=O)N1CCN(c2cccc(Cl)c2)CC1	1	-11
85	Cc1cc(=O)n(C)c(SCc2cccc(F)c2)n1	-16	-6
86	CC(O)(CNC(=O)C(=O)Nc1ccc(F)cc1F)C1CC1 (stereo not given)	-24	0
87	N#CC1=C(SCC(=O)Nc2cccc(F)c2)NC(=O)CC1c1ccccc1F (stereo not given)	-2	-6
88	CC1(C(=O)O)CCC(C(=O)Nc2ccc(C(=O)O)cc2)C1(C)C (stereo not given)	-1	-6
89	Cc1nc(C)c(-c2nc(-c3ccc(Oc4ccc(F)cc4)cc3)no2)s1	-12	1
90	CCCN1CCC(=O)N([C@H](CSc2ccc(C)cc2)CC(C)C)CC1	21	-3

# Some of the entries so far, with two lines to a compound:
# Every second line gives: mHTT-CaM PPI inh | Pf apPOL block
75: COc1ccc(N2CCN(S(=O)(=O)CCCNC(=O)c3ccc(=O)[nH]c3)CC2)cc1
→ -4 | 2
65: O=C(c1cc2cc(Br)ccc2oc1=O)N1CCSC1c1cccc([N+](=O)[O-])c1 (stereo not given)
→ 8 | 0
85: Cc1cc(=O)n(C)c(SCc2cccc(F)c2)n1
→ -16 | -6
62: O=c1oc2ccccc2cc1-c1nnc(-c2ccc(Cl)cc2Cl)o1
→ -4 | -2

# The main list resumes; the 4 compounds before the break are reprinted first.
cpd	Structure	mHTT-CaM PPI inh	Pf apPOL block
87	N#CC1=C(SCC(=O)Nc2cccc(F)c2)NC(=O)CC1c1ccccc1F (stereo not given)	-2	-6
88	CC1(C(=O)O)CCC(C(=O)Nc2ccc(C(=O)O)cc2)C1(C)C (stereo not given)	-1	-6
89	Cc1nc(C)c(-c2nc(-c3ccc(Oc4ccc(F)cc4)cc3)no2)s1	-12	1
90	CCCN1CCC(=O)N([C@H](CSc2ccc(C)cc2)CC(C)C)CC1	21	-3
91	Cc1cc(C(=O)Nc2cc(Cl)ccc2Cl)c(C)o1	-22	0
92	CCS(=O)(=O)Nc1ccc(C2(C(=O)NCc3ccc4c(c3)OCO4)CCCCC2)cc1	0	12
93	CC(=O)N1CCc2cc(Br)cc(S(=O)(=O)NCCN3CCCC3)c21	2	-2
94	O=C(c1cccc(Br)c1)N1CCOCC1	-7	-3
95	O=C(NCC1CC(=O)N(c2ccc3c(c2)OCO3)C1)c1cccs1 (stereo not given)	-15	-6
96	CNC(=O)N1CCCC(c2cccc(C(=O)N3CCN(c4ccc(OC)cc4)CC3)c2)C1 (stereo not given)	8	-1
97	Cc1ccc(C2(c3ccc(C)cc3)CC2C(=O)Nc2cccnc2)cc1 (stereo not given)	39	0
98	c1cncc(CN2CCN(Cc3ccc4c(c3)OCO4)CC2)c1	-6	-10
99	Cc1c(C(=O)NCc2ccccn2)nnn1-c1ccccc1	-8	-3
100	Cc1ccccc1OCC(=O)N1CCC2(CC1)NC(=O)N(Cc1ccccc1)C2=O	21	-7
101	CC(=O)OCC1OC2OC(C)(C)OC2C2OC(C)(C)OC12 (stereo not given)	-8	0
102	CCc1noc(C2CC(=O)N(CCc3ccccc3)C2)n1 (stereo not given)	-12	-5
103	CCc1cccc(C)c1NC(=O)c1ccnc(-c2ccsc2)c1	-4	-1
104	Cc1ccccc1OCCNc1cc(N2CCOCC2)ccc1[N+](=O)[O-]	39	0
105	Clc1ccccc1C1Cn2cnc(-c3nc(-c4ccccc4)no3)c2CO1 (stereo not given)	5	-2
106	CCn1c(/C=C/c2ccc(OC)cc2)nc2ccccc21	-6&-5	12&-1
107	O=C1CCSC2=C1CS(=O)(=O)c1ccc(Cl)cc12	.	-1
108	COc1ccc(C(=O)CSc2nc(C)cc(=O)[nH]2)cc1[N+](=O)[O-]	-4	-20
109	CC1CCN(S(=O)(=O)c2nn(C)cc2C(=O)NCc2ccc3c(c2)OCO3)CC1	-6	-13
110	CC1CCCCC1N1CC(=O)N(Cc2ccc(F)cc2)C(c2ccc(Cl)cc2)C1=O (stereo not given)	3	-10
111	Cc1cc(-c2ccccc2)nc2cc(C(=O)Nc3ccc(Cl)cc3)nn12	4	-2

# 3 compounds from above, ordered by SMILES length, low to high.
cpd	Structure	mHTT-CaM PPI inh	Pf apPOL block
29	CC(C)c1ccc(CNC(=O)CSc2nc3ccccc3[nH]2)cc1	-1	-11
53	CSc1ccc2nc(N3CCN(C(=O)c4c[nH]c5ccccc45)CC3)sc2c1	28	-3
96	CNC(=O)N1CCCC(c2cccc(C(=O)N3CCN(c4ccc(OC)cc4)CC3)c2)C1 (stereo not given)	8	-1

# Compounds as they come; about 3.5% have a hit in one of these screens.
